Screening results deposited in PubChem by several laboratories.
TCR CD3 inh = inhibitors of human TCR-CD3 interaction; TAMRA-labeled TCR probe fluorescence, biochemical; hit rate 0.37% among 360,000; inhibition, % at 9.4 µM; AID 651800; in the data active means inhibition above about 19%;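 further: recombinant mutant TCR 2C K166C tagged with TAMRA read by polarization; 0% = receptor in buffer alone and 100% = receptor with positive control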
LEDGF integ inh = blocks HIV-1 LEDGF/p75-dependent DNA integration; hit rate 0.64% among 370,000; TR-FRET IN-LEDGF/p75 DNA integration, Eu/Cy5; inhibition, % at 3.7 µM;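 active means inhibition above the screen-wide mean plus 3 SD, cut at about 13% in these data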;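 further: signal is the Cy5 over europium emission ratio at 671 and 618 nm; 0% = plate median of compound wells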
rCAG RNA binder = r(CAG) repeat RNA binding; TO-PRO-1 dye displacement fluorescence; inhibition, % at 3 µM; hit rate 1.3% among 370,000;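 active means inhibition above the plate cutoff, the mean of all test compounds on that plate plus 3 SD, cut at about 35% in these data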;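 further: 0% = DMSO alone and 100% = 100 µM mitoxantrone as full dye displacement; higher means more dye released from RNA so lower well fluorescence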
PG9 Ab binder = binds the HIV-1 gp120 antibody PG9; TR-FRET gp120-PG9 antibody binding; inhibition, % at 6.7 µM; hit rate 0.43% among 360,000; in the data active means inhibition above about 8.5%
UHRF1 MBD2 ctr = human UHRF1 methylated DNA binding inhibitors; hit rate 0.75% among 370,000; Q96T88; AID 687016; UHRF1 binding to methylated oligo, TR-FRET; inhibition, % at 4.4 µM; in the data active means inhibition above about 21%;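 further: UHRF1 SRA domain binding a hemimethylated CpG hairpin DNA probe; 0% = median of test compound wells and 100% = reference inhibitor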
PRMT1 FP inh = blocks human protein arginine methyltransferase 1 | hit rate 1.3% among 370,000 | inhibition, % at 2.79 µM | recombinant PRMT1, activity-based probe fluorescence polarization;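 active means inhibition above about 21% made by adding two undisclosed values, limit read from the data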
Target sequence (Q99873 whole entry, looked up): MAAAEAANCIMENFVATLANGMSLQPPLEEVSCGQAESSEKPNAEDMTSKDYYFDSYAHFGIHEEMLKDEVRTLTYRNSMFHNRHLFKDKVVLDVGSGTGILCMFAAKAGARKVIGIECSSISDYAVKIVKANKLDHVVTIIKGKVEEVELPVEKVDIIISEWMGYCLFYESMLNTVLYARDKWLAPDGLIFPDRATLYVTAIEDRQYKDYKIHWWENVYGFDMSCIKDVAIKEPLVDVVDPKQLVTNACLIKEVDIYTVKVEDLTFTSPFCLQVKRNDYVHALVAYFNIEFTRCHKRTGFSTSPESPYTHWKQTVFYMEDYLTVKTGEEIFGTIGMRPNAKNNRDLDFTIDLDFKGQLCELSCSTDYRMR
MBD2 inh = blocks human MBD2 binding to methylated DNA; TR-FRET, MBD2 binding to methylated oligonucleotide; inhibition, % at 4.4 µM; hit rate 0.31% among 370,000; Q9UBB5; in the data active means inhibition above about 13%
NR1D1 modulator = modulates human Rev-erb alpha binding to DNA. Rev-erbα–FITC-DNA binding, fluorescence polarization, 90 min. activity, % at 10 µM. hit rate 0.79% among 370,000;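 active means activity above about 14%, limit read from the data; passing the limit was not always enough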;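 further: 0% = DMSO wells with 35 nM protein and 100% = DMSO wells with 750 nM protein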
mABHD4 FP = ABHD4 (mouse) inhibition, primary FP screen; hit rate 0.54% among 370,000; inhibition, % at 8.92 µM; purified mABHD4, FP-Rh probe fluorescence polarization; Q8VD66;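 active means inhibition exceeding the mean over every tested compound plus 3 SD, cut at about 30% in these data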;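 further: 0% = plate median of compound wells and 100% = S159A mutant with DMSO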
Target sequence (Q8VD66 whole entry, looked up): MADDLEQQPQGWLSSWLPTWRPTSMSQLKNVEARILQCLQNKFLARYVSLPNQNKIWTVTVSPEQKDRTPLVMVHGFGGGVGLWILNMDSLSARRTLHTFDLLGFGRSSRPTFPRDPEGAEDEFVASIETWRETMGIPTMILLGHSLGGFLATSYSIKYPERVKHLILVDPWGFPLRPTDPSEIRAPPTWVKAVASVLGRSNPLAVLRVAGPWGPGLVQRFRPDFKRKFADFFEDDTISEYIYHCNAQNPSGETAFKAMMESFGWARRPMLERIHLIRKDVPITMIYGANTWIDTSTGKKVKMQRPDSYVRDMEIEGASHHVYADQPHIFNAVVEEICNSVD
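Test system: mouse ABHD4 enzyme, wild type. Reagent: FP-Rh fluorescent activity-based probe, added after compound pre-incubation. Timing: pre-incubation 45 min, probe exposure 60 min, at 25 °C. Technique: FP readout, ex 525 nm / em 598 nm. Benchmarks: high control S159A mutant with DMSO, low control median of compound wells.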
HTRA1 inhibitor = HTRA1 (human) protease inhibition | recombinant HTRA1, FP-rhodamine activity-based probe, fluorescence polarization | inhibition, % at 5.96 µM | hit rate 0.5% among 340,000 | Q92743; in the data active means inhibition above about 36%;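 further: 0% = enzyme with DMSO and 100% = wells lacking enzyme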
* hit, by the source's call; / = no result given. A portion of the library (hit frequency here may not be typical).

SMILES	TCR CD3 inh	LEDGF integ inh	rCAG RNA binder	PG9 Ab binder	UHRF1 MBD2 ctr	PRMT1 FP inh	MBD2 inh	NR1D1 modulator	mABHD4 FP	HTRA1 inhibitor
Cc1ccc(C)c(-n2c(-c3csc(C)c3)n[nH]c2=S)c1	-4	-2	9	1.3	-2	8	0	1	2	3
CC(C)c1ccc(OCC(=O)NCc2ccccc2)cc1	6	-2	-7	-0.8	-3	0	3	5	-7	-9
CCN(CC)C(=O)CSc1nnc2nnc3cc(Cl)ccc3n12	3	-1	-5	-0.9	-7	11	-14	3	11	-1
O=C(NCCN1CCCOC1=O)C(=O)NCCN1CCCOC1=O	3	1	4	-0.3	0	1	1	-1	-3	6
O=C(O)COc1cccc2ccccc12	-6	-4	-3	0.8	-3	-2	-2	-2	2	-1
COc1ccc(S(=O)(=O)NC2(C(F)(F)F)N=C3SCCN3C2=O)cc1 (stereo unspecified)	-1	3	1	0.4	-2	-1	-5	-1	5	-6
Cc1ccc(NC(=O)C2(C)CCN2C(=O)Cc2cc(F)ccc2F)cc1 (stereo unspecified)	1	-2	0	-0.1	-1	0	-2	-1	5	/
Cc1cc2ncc(-c3ccc(Cl)cc3)c(N)n2n1	3	-2	1	1.9	-3	1	1	4	4	2
Cc1cccc(N2CCN(CC(O)COc3ccc4ccccc4c3)CC2)c1 (stereo unspecified)	-1	2	1	1.7	3	8	8	-5	-5	-4
C=CCOc1ccc(/C=C/C(=O)OCC(=O)NCC(=O)Nc2c(C)cc(C)cc2C)cc1	-6	-4	-1	2.9	0	5	-4	3	-5	-12
Cc1cc(Cl)ccc1NC(=S)NCc1ccccc1Cl	11	1	1	-0.3	7	-3	-3	1	-1	-3
C/C(CC(=O)NCc1ccco1)=N\NC(=O)Cc1ccc(Cl)cc1	-3	-2	2	1.0	0	5	3	5	-2	-4
CSc1nc(N)nc(SCC(=O)Nc2cccc(F)c2)c1C#N	0	-2	10	1.1	9	4	11	5	-120	-48
Cc1ccc(CSc2nc(-c3ccccc3)c(C#N)c(=O)[nH]2)cc1	-2	0	84*	4.2	1	2	-4	-5	-52	-95
C/C(=N\NC(=O)C1CC1)c1ccc(Cl)cc1	-7	0	1	-0.1	2	2	6	1	1	3
CCn1nnc2sc3c(c2c1=O)CCC(C)C3 (stereo unspecified)	5	1	0	-0.1	-1	0	-3	-4	0	-3
COc1ccc(N2CCN(C(=O)COC(=O)CNC(=O)c3ccc(C)cc3)CC2)cc1	7	3	-7	-0.3	-1	-3	-2	-8	-2	-5
O=C(COc1ccccc1[N+](=O)[O-])Nc1cc(Cl)ccc1C(=O)O	-6	3	14	2.1	4	9	3	8	-12	1
CCCCCCCNC(=O)C1(CC2CC(c3cccc(Br)c3)=NO2)CCN(C(=O)c2cc(OCC)c(OCC)c(OCC)c2)CC1 (stereo unspecified)	6	-1	11	0.1	-1	0	-1	-2	-2	-15
CCOC(=O)[C@]12CCC=C1N(Cc1ccccc1)C(=O)[C@H](CC(=O)N1CCSCC1)C2	-3	-5	1	0.2	7	1	2	-1	1	/
Cc1cccc(C)c1NC(=O)CNC(=O)Cc1c[nH]c2ccccc12	-18	-7	-1	0.8	0	1	7	-4	-6	4
Cn1c(=O)c2c(nc(NCCCN3CCOCC3)n2Cc2cccc(Cl)c2)n(C)c1=O	4	-1	-3	1.4	3	0	3	5	4	-6
Cc1cccc(C)c1NC(=O)Cn1nnnc1N	9	0	3	-0.8	1	-1	-1	3	1	6
COc1cccc(CNC(=O)Cc2ccc(OC)c(S(=O)(=O)N3CCOCC3)c2)c1	-1	-1	3	0.8	-2	-3	-3	0	4	-2
COc1cc2c(c3c1c(=O)c1ccccc1n3C)C=CC(C)(C)O2	3	-1	1	0.4	-1	0	0	-1	-2	/
COc1ccc(Br)cc1CN(C)CC(=O)Nc1c(Cl)cccc1Cl	7	-5	-8	-0.7	-2	-1	-2	5	-6	-20
CCOc1ccc(C(=O)NC2CCN(C(=S)NCc3ccco3)CC2)cc1	1	-1	-3	-0.7	3	1	3	8	3	0
Cn1c(=O)n(C)c2cc([N+](=O)[O-])c(N3CCN(C(=O)c4cccc(F)c4)CC3)cc21	-1	-2	-7	-3.2	-8	2	-11	0	-1	8
COCCNC(=O)C1CCC(CNS(=O)(=O)c2cccc3nsnc23)CC1 (stereo unspecified)	11	2	-2	-1.5	-4	-3	0	-7	0	4
Cc1c(NC(=O)COC(=O)CSc2ccc([N+](=O)[O-])cc2)c(=O)n(-c2ccccc2)n1C	5	-1	6	-1.8	-4	-4	-2	-10	-3	5
CCNc1nc(Cl)nc(N(NC(C)=O)C(C)C)n1	8	-1	0	-0.9	-3	-1	0	1	-1	3
CCSc1ncnc2sc3c(c12)CCC3	4	-2	1	0.3	-2	-4	-2	-1	-3	4
CCCCCC(=O)Nc1c(-c2ccc(OC)cc2)c(=O)c2ccccc2n1C	2	-1	-2	-1.7	0	3	-5	-3	1	5
CC1CCN(CCCNC(=O)c2n[nH]c(=O)c3ccccc23)CC1	-3	-4	-3	0.2	3	1	3	-6	1	-3
Cc1ccc(S(=O)(=O)/N=C(/Nc2ccc3[nH]c(=O)[nH]c3c2)c2ccccc2)cc1	10	0	0	-1.7	-10	2	1	-5	5	1
Cc1cccc(C(=O)NCC(c2ccco2)N2CCc3ccccc32)c1 (stereo unspecified)	2	-1	-2	-1.1	-1	1	1	-4	8	-9
CC(=O)Nc1cc(S(=O)(=O)Nc2cccc(C)c2)c(C)cc1C	-2	-2	2	-1.1	2	1	2	2	1	-2
Cc1ccc(Cn2c(C)cc3c(c2=O)C(c2cccs2)C(C#N)=C(N)O3)cc1 (stereo unspecified)	7	1	4	-0.9	-2	0	0	-1	3	-12
O=C1C2CC=CCC2C(=O)N1c1n[nH]c(-c2ccccc2)n1 (stereo unspecified)	1	0	1	0.9	0	3	3	0	3	1
CCOC(=O)NC1(NCc2ccccc2)Oc2ccccc2O1	1	3	-6	-0.8	-2	26*	-2	4	23	11

3 compounds out of the list above, ordered by the value under MBD2 inh, falling:
SMILES	TCR CD3 inh	LEDGF integ inh	PG9 Ab binder	UHRF1 MBD2 ctr	PRMT1 FP inh	MBD2 inh	NR1D1 modulator	mABHD4 FP	HTRA1 inhibitor
CSc1nc(N)nc(SCC(=O)Nc2cccc(F)c2)c1C#N	0	-2	1.1	9	4	11	5	-120	-48
Cc1cccc(C)c1NC(=O)Cn1nnnc1N	9	0	-0.8	1	-1	-1	3	1	6
Cc1cc(Cl)ccc1NC(=S)NCc1ccccc1Cl	11	1	-0.3	7	-3	-3	1	-1	-3

Continuation.
SMILES	TCR CD3 inh	LEDGF integ inh	rCAG RNA binder	PG9 Ab binder	UHRF1 MBD2 ctr	PRMT1 FP inh	MBD2 inh	NR1D1 modulator	mABHD4 FP	HTRA1 inhibitor
CC(=O)c1ccc(-n2ccc(=O)cc2)cc1	-4	-1	2	-2.0	2	6	4	-2	3	4
COc1cc(CNCCN2CCOCC2)ccc1OCc1ccc(Cl)cc1	4	0	-5	0.8	-1	-3	-5	-1	3	0
O=C(O)Cn1nnc(-c2cccs2)n1	-9	0	1	-0.1	0	-3	-2	-1	8	2
S=C(Nc1cccc(Cl)c1)OC1CCC12CCC(c1ccccc1)CC2 (stereo unspecified)	/	5	6	/	-1	-2	-2	1	-5	/
COc1ccccc1CCn1cnc(-c2ccc(Br)cc2)c1C(C)C	-3	4	3	0.2	-2	2	3	4	2	/
CSc1ccc(Cn2nnc(C(=O)Nc3ccc(C)c(C)c3)c2N)cc1	9	0	4	-2.0	11	-1	-4	0	-2	3
O=C(NC1CCCCC1)c1ccc(Cn2cc(Cl)cn2)cc1	-3	1	-7	-1.7	-1	0	5	3	-2	-4
CCC[C@H]1[C@@H](OC(=O)NCc2cccs2)CC[C@@]23CCCN2C(=O)CCC[C@@H]13	/	7	/	/	2	-1	2	6	-1	/
COCCNC(=S)Nc1ccc2nc(N3CCN(C)CC3)cc(C)c2c1	8	-1	-5	1.5	0	3	-2	-5	2	-3
COC(=O)c1cc(-c2cc3ccccc3s2)c(=O)n2c1CCC2	/	6	2	/	-3	-5	-4	58*	0	/
O=C(COC(=O)COc1ccc(Cl)cc1Br)NC1CCCC1	7	4	1	-0.1	0	-3	-1	-1	-6	-5
CCCC1=C(C(=O)OCC)C(c2ccc(F)cc2)n2ncnc2N1 (stereo unspecified)	1	0	-1	-0.5	-2	-2	-2	8	-4	-4
O=C(Nc1ccc(F)cc1)OCc1cn(Cc2ccc(C(F)(F)F)cc2)nn1	/	2	-2	/	3	3	-2	5	-11	/
O=C(CCc1ccccc1)NCCCN1CCOCC1	2	-1	0	0.6	-2	0	1	5	1	3
CCCSc1cc(N)cc([N+](=O)[O-])c1	3	-1	-1	-3.2	-1	-1	0	7	-2	-5
O=C(NN1C(=O)C2CCCCC2C1=O)c1ccco1 (stereo unspecified)	7	1	7	-2.4	-1	-1	-2	-5	-1	1
COc1cccc(NC(=O)C2CCN(C(=O)NC3CCCCC3)CC2)c1	0	3	0	1.8	1	-2	-3	-1	-5	-5
COc1ccc(NC(=O)c2cccc(S(=O)(=O)N3CCOCC3)c2)cc1	1	5	-1	-2.0	3	-5	-1	1	-2	2
CC(=O)Nc1ccc(-n2nnnc2SCC(=O)NCc2cccs2)cc1	4	5	-3	-0.3	-2	-4	1	-6	-1	3
CCOC(=O)COc1c(Br)cc(C2NC(=O)NC(C)=C2C(C)=O)cc1OC (stereo unspecified)	-5	1	2	-1.7	1	1	3	-5	-4	4
COc1cccc(NC(=O)N2CCC(NC(=O)C(Cc3ccccc3OC)NC(C)=O)CC2)c1 (stereo unspecified)	7	-1	-7	-0.2	-2	-6	3	-3	-2	-4
COc1ccc(/C=N/N=C2/NC(=O)CC(C(=O)O)S2)cc1 (stereo unspecified)	-6	-1	1	1.0	0	2	-1	6	4	7
Cc1cc(C)c2c(n1)sc1c(N3CCCCC3)ncnc12	-1	0	8	-1.5	-2	-1	-4	5	2	/
O=C(CC1C(=O)NCCN1Cc1ccc(F)c(F)c1)NCCn1cccn1 (stereo unspecified)	4	-1	-3	-1.7	-3	0	-2	2	-1	10
CC(C)c1ccc(Nc2c([N+](=O)[O-])c(=O)n(C)c3ccccc23)cc1	-6	1	1	-3.1	-3	-1	-1	17	3	-26
Cc1ccc(-c2cnc3cc(C)nn3c2)cc1	-7	-2	-5	1.6	0	1	5	-3	0	-7
Cc1cc(=O)[nH]c(SCC(=O)NC2CCCc3ccccc32)n1 (stereo unspecified)	-5	-3	-1	1.2	1	3	3	-1	1	6
COc1ccc(CCN(C)C2CCCN(S(=O)(=O)c3ccc(C)cc3)C2)cc1OC (stereo unspecified)	4	-1	-8	1.3	-2	2	-5	5	-2	1
Cc1c(-n2c(CN3C(=O)c4ccccc4C3=O)nc3ccccc3c2=O)c(=O)n(-c2ccccc2)n1C	6	2	-3	-0.7	0	-2	2	-2	6	-5
Oc1ccc(C[C@@H]2CNC(=S)N2CCc2cc(C(F)(F)F)cc(C(F)(F)F)c2)cc1	-2	-2	-4	4.6	-1	1	0	3	-11	-33
